GLP1R inv ag: acts as inverse agonist at human GLP-1 receptor | P43220 | HEK293 GLP-1R CRE-luciferase, luminescence, 24 h; GLP-1R form is constitutively active | Potency, µM (top dose mostly 38.3 µM), for inactives: at the highest dose activity change, negative = inhibition, most hits filed as inhibitors | 1.6% of 410,000 active | AID 624417; note: potency is the fitted concentration of half-maximal effect; % is set by controls: 0 for no effect and ±100 for the full control effect; nearly all actives have a fitted effect of over 55% in size
Target sequence (P43220 whole entry, looked up): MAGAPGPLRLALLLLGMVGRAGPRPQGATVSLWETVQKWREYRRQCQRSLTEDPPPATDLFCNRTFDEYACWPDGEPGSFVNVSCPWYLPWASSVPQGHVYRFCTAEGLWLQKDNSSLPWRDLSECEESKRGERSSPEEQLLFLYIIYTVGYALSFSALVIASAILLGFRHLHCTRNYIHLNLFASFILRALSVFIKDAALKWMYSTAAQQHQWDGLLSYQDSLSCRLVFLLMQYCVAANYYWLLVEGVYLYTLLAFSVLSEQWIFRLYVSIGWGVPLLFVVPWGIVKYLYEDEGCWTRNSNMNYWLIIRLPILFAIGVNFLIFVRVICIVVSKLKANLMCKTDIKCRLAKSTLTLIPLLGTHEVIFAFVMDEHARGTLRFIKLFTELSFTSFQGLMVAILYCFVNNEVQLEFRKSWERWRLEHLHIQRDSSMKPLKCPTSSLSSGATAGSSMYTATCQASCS
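HEK293 cells stably co-expressing a cAMP-responsive luciferase reporter and constitutively active GLP-1R were seeded, incubated 12 h, then exposed to compounds for 24 h at 37 C. Luminescence was read 12 min after detection reagent; inverse agonists lower signal.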
GLP1R ag: agonists of human GLP-1 receptor; P43220; HEK293 GLP-1R CRE-luciferase, luminescence, 4-6 h; cells express a hypersensitive GLP-1R form; Potency, µM (titrated, usually from 45.6 µM), without a hit: top-dose activation, most hits filed as activators; 0.007% of 380,000 active; note: potency is the fitted concentration of half-maximal effect; % of control where 0% means no effect
PTHR1 agonist: PTHR1 (human) receptor agonism | Q03431 | Potency, µM (series often up to 115 µM), inactives show top-dose activation, most hits filed as activators | HEK293 GP2 PTHR1 cells, GloSensor cAMP luminescence, 1 h | 0.075% of 410,000 active; note: potency is the fitted concentration of half-maximal effect; nearly all actives have a fitted effect of over 55% in size; some results filed as inactive show a strong effect at the top dose; inactives centre near -15; many of its hits are not listed in these tables
Target sequence (Q03431 whole entry, looked up): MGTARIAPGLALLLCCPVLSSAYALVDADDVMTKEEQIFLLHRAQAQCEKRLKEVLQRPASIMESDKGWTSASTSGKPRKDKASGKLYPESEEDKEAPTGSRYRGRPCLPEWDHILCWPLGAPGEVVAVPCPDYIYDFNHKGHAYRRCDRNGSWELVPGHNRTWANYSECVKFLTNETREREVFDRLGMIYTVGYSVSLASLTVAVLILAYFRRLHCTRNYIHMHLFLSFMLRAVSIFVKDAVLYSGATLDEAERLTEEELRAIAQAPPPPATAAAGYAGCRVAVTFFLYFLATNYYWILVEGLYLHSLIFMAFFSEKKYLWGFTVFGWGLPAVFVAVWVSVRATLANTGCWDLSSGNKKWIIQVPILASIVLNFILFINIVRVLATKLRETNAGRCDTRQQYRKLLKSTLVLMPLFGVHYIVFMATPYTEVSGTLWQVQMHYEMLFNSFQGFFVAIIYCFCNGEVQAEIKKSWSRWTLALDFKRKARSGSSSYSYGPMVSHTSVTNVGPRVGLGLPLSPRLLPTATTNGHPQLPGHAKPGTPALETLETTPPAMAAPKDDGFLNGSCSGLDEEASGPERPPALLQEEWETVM
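HEK-293-derived GP2 cells expressing PTHR1 and a GloSensor cAMP reporter, 3,000/well, plated overnight, given luciferin plus IBMX (each 0.5 mM as added) for 1 h at 37 °C, then compound for 1 h at 37 °C. Luminescence was read after 15 min at room temperature.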
TDP-43 yeast inh: inhibitors of TDP-43 toxicity in yeast. TDP-43 expressing yeast growth rescue, BacTiter-Glo, 24 h. Potency, µM (highest dose often 46.1 µM), without a hit: at the highest dose growth rescue (activation), hits mostly activators. 1.8% of 410,000 active; note: potency is the fitted concentration of half-maximal effect; % of control where 0% means no effect; nearly all actives have a fitted effect of over 50% in size
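Yeast expressing TDP-43 (pregrown in raffinose, seeded at OD600=0.02 in galactose medium) exposed to compounds 24 hr at 30 deg C. Growth read by BacTiter-Glo luminescence; rescue of toxicity appears as increased signal.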
Abeta rescue: A-beta toxicity reversal in yeast; Potency, µM (top dose mostly 46.1 µM), without a hit: top-dose growth rescue, usual class: activators; yeast expressing A-beta42, growth rescue, OD600, 48 h; response scale: 0% DMSO, 100% iron-clioquinol control; AID 1347071; 0.063% of 410,000 active; note: potency is the fitted concentration of half-maximal effect; nearly all actives have a fitted effect of over 55% in size
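Yeast growth medium received pinned compounds, then yeast cells expressing toxic A-beta were added; plates incubated at 30 C for 48 hr. Growth read as absorbance at 600 nm, normalized to DMSO and equimolar FeCl3 plus clioquinol controls.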
pAkt inh: Akt phosphorylation inhibition | activity change, % for hits at 50 µM | Neuro2A IGF-stimulated pAkt S473 HTRF, 20 min; hits give low values | AID 651550 | 0.32% of 360,000 active; in the data active = activity change below about -80%; inconclusive = mostly about -51% to -80%; note: % is set by controls: 0 for no effect and ±100 for the full control effect
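Neuro2A cells in DMEM with 0.5% FBS, overnight at 37 deg C, given compound at single 50 µM final, then IGF (6 nM final) for 20 min at 37 deg C. Lysed; phospho-Akt Ser473 by HTRF after 24 h, 665/615 ratio.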
FUS suppressor: FUS proteinopathy suppression in yeast; 0.24% of 390,000 active; AID 1347120; S. cerevisiae FUS-expressing, growth rescue, OD600, 24 h; Potency, µM (doses to about 76.6 µM), for the others: top-dose growth rescue (activation), hits mostly activators;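 note: potency is the fitted concentration of half-maximal effect; plate controls were DMSO vehicle for no effect and reference control for full effect; nearly all actives have a fitted effect of over 55% in size; some results filed as inactive show a strong effect at the top dose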
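Yeast expressing FUS under galactose induction, OD 0.005 in 2% galactose medium; compounds in a dilution series, 24 h at 30C. Growth rescue by absorbance at 600 nm; CP55940 positive control, DMSO negative.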
aSyn yeast inh: inhibitors of alpha-synuclein toxicity in yeast; Yeast expressing alpha-synuclein, growth rescue, BacTiter-Glo, 24 h; Potency, µM (top dose mostly 46.1 µM), for the others: at the highest dose growth rescue (activation), hits mostly activators; 0.14% of 370,000 active; AID 652106; note: potency is the fitted concentration of half-maximal effect; % of control where 0% means no effect; nearly all actives have a fitted effect of over 65% in size
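Galactose-induced alpha-syn yeast (OD600=0.02, raffinose-pregrown) + pinned cpd, 24 hr, 30 deg C; growth by BacTiter-Glo luminescence. Growth restoration scores as activation.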
DRD3 antagonist: blocks the human D3 dopamine receptor; P35462; D3R cells, DiscoveRx beta-arrestin luminescence, antagonist mode; hits give low values; max response, negative = inhibition, %; 2.5% of 360,000 active; AID 652054; in the data active = max response below about -50%; inconclusive = no clear call, values can overlap the other calls; note: % is set by controls: 0 for no effect and ±100 for the full control effect; mostly tested at two doses, the higher about 12 µM
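Cells expressing the human receptor were seeded at 1500 cells/well, incubated overnight at 37 degrees C in 5% CO2, then exposed to library compounds with dopamine controls for 90 minutes at 37 degrees C before luminescent detection.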
Active calls of the source: *; i = inactive; ? = inconclusive; · = no result given; [ ] = another dose, or the depositor's remark. Unless noted, calls come from the whole dose curve; as a rule, active = well fitted curve in the direction sought with a large enough effect; inconclusive = small, poorly fitted or top-dose-only effect, or another doubt; inactive = no such curve, though single readings can be large; an effect the other way counts as inactive or inconclusive. Not all compounds are listed. The share of hits here may be higher or lower than overall.

SMILES	GLP1R inv ag	GLP1R ag	PTHR1 agonist	TDP-43 yeast inh	Abeta rescue	pAkt inh	FUS suppressor	aSyn yeast inh	DRD3 antagonist
O=C(CS(=O)(=O)c1ccc(F)cc1)Nc1nnc(-c2ccccc2Cl)o1	6.3%	-6.5%	i	27.0%	-10.3%	i	3.2%	4.0%	-3.9
CCN1C(=NCc2cc(OC)c(OC)c(OC)c2)N[C@@H](c2ccccc2)C(C(=O)OC)=C1C	-17.4%	3.0%	i	?	6.2%	i	-6.5%	4.4%	?
Cc1ccc(-n2nc(C(=O)O)cc2-c2ccccc2)cc1	-14.5%	-6.6%	i	-5.8%	-5.3%	i	7.5%	20.4%	-12.3
COc1ccc(C2CC(C(F)(F)F)n3ncc(C(=O)O)c3N2)cc1OC (stereo not given)	19.0%	20.3%	-22.8%	19.3%	21.4%	i	-2.0%	13.4%	5.4
CCC(=O)c1ccc(OCC(O)CN2CCOCC2)cc1 (stereo not given)	1.5%	-0.1%	i	0.8%	2.8%	i	14.6%	-0.9%	12.7
CC(=O)N1CCC2(CC1)C(C#N)=C(N)Oc1c2sc2nc(C)cc(C)c12	0.0%	22.9%	i	15.6%	5.7%	i	33.4%	-7.8%	14.3
Cc1ccc(S(=O)(=O)NC2c3cccc4cccc(c34)C2Sc2nncn2C)cc1 (stereo not given)	12.9%	3.4%	-43.7%[inhibitor]	7.3%	0.6%	i	19.0%	-0.3%	6.4
COc1ccc(C(=O)N/N=C2/SCC(=O)N2Cc2ccc3c(c2)OCO3)cc1OC	32.1%[activator]	22.2%	-8.2%[57.5 µM]	-19.6%	12.0%	i	26.8%	0.9%	4.6
O=C(Cc1cccs1)NCc1ccc(Cl)cc1Cl	?	4.0%	i	?	-8.1%	i	6.7%	20.3%	-17.0
C/C(=N/NS(=O)(=O)c1cccc([N+](=O)[O-])c1)c1ccncc1	4.6%	-2.3%	-20.2%	0.6%	12.1%	i	-9.6%	1.7%	-10.4
COc1ccc2c(c1)c1c(c(=O)n(-c3ccccc3C)c(=O)n1C)n2C	8.5%	-0.9%	-7.9%	23.4%	-9.1%	·	0.6%	·	·
C#CCN1C(=O)S/C(=C\c2cc3c(cc2OC)OCO3)C1=O	1.7%	-0.8%	-22.2%	-15.7%	-2.6%	i	-4.8%	0.4%	3.1
COc1ccc(NC(=O)c2cnc(NS(=O)(=O)c3ccccc3)nc2)cc1	0.6%	-0.4%	i	4.5%	1.7%	i	-17.9%	5.7%	2.6
CC(=O)Nc1ccccc1OCc1cc(=O)n2c3c(sc2n1)CCCC3	7.3%	0.3%	9.9%	9.0%	-10.4%	·	-6.5%	·	·
NS(=O)(=O)CCCc1ccccc1	16.6%	-0.8%	10.1%	-22.5%	-21.4%	i	-2.9%	-2.3%	-1.2

Among those listed so far, these have a thiophene ring, fused or not.
SMILES	GLP1R inv ag	GLP1R ag	PTHR1 agonist	TDP-43 yeast inh	Abeta rescue	pAkt inh	FUS suppressor	aSyn yeast inh	DRD3 antagonist
CC(=O)N1CCC2(CC1)C(C#N)=C(N)Oc1c2sc2nc(C)cc(C)c12	0.0%	22.9%	i	15.6%	5.7%	i	33.4%	-7.8%	14.3
O=C(Cc1cccs1)NCc1ccc(Cl)cc1Cl	?	4.0%	i	?	-8.1%	i	6.7%	20.3%	-17.0

Remaining list, next part
SMILES	GLP1R inv ag	GLP1R ag	PTHR1 agonist	TDP-43 yeast inh	Abeta rescue	pAkt inh	FUS suppressor	aSyn yeast inh	DRD3 antagonist
Cn1c(=O)oc2cc(S(=O)(=O)Nc3cccc([N+](=O)[O-])c3)ccc21	26.2%	7.8%	-2.7%	-15.4%	-9.9%	i	6.9%	-1.4%	-87.9*
O=C(COC(=O)/C=C/c1nc2ccccc2s1)Nc1ccccc1Oc1ccccc1	16.4%	-3.2%	i	4.2%	-4.0%	i	6.9%	1.8%	4.6
CN(C)c1ccc(/C=C(/C#N)C(=O)NCc2ccccc2)o1	0.0%	1.2%	-3.5%	22.6%	-5.2%	i	·	0.3%	-88.0*
Cc1cc2ccccc2nc1-c1ccccc1F	-27.8%	1.2%	i	3.8%	-9.2%	i	·	-3.8%	29.9
O=[N+]([O-])c1ccc(Oc2cccc3cccnc23)c(Cl)c1	?	13.7%	-32.3%[inhibitor]	?	11.5%	i	26.6%	18.0%	-15.1
CN(C)c1ccc(CNC(=O)CCC(=O)N2Cc3ccccc3Oc3ncccc32)cc1	-11.4%	·	16.0%	4.5%	-10.0%	·	15.8%	·	·
CCCCCN(C(=O)CCC(=O)OCC(=O)NCCc1ccccc1)c1c(N)n(CCCC)c(=O)[nH]c1=O	-3.4%	-1.4%	-19.4%	-5.0%	6.8%	i	15.8%	-2.3%	6.8
OC(CN=c1sc2ccccc2n1CC(O)COc1ccccc1)COc1ccccc1 (stereo not given)	?	-15.2%	-12.8%[57.5 µM]	22.6%	13.9%	i	1.3%	11.9%	36.5
O=C(OCC(=O)N1CCN(C(=O)c2ccco2)CC1)c1ccc(Cl)nc1	1.0%	-5.0%	i	9.3%	-15.5%	i	-19.5%	-7.0%	-0.3
COc1ccc(NC(=O)CCN2C(=O)c3ccncc3C2=O)cc1OC	2.2%	-6.4%	-1.6%	12.9%	11.1%	i	-21.1%	0.9%	17.5
COc1cc2c(oc(=O)c3cc(C)cc(OC)c32)c2c(C3OC(C)C(O)C(C)(O)C3O)ccc(O)c12 (stereo not given)	?	-11.1%	-7.1%	?	0.4%	i	·	6.31µM*	0.6
CC(C)(C)C(=O)N1CCC(O)(CS(=O)(=O)c2ccc(Cl)c(Cl)c2)CC1	-20.3%	2.0%	i	5.2%[9.22 µM]	-20.2%	i	3.3%	-1.7%	-9.4
Cc1ccc(-c2nnc3n2N=C(c2ccc(Br)cc2)CS3)cc1	50.1%[activator]	3.6%	-14.7%	-4.9%	5.5%	i	-8.8%	18.2%	-10.9
COc1ccccc1N1CC(C(=O)Nc2nnc(SCC(=O)NCC3CCCO3)s2)CC1=O (stereo not given)	2.3%	-1.5%	-5.6%	-17.6%	3.6%	i	·	-0.1%	19.8
Cc1onc(-c2ccccc2)c1C(=O)N1CCCc2ccccc21	0.0%	4.3%	-21.6%[57.5 µM]	10.7%	5.7%	·	19.5%	7.2%	-9.8
Cc1ccc2oc(=O)n(CCNC(=O)Nc3ccccc3Cl)c2c1	-17.4%	·	-23.6%	7.9%	-6.4%	·	-3.5%	·	·
C/C(=N\NC(=O)c1nnn(-c2nonc2N)c1C)c1ccc(-c2ccccc2)cc1	5.9%	2.2%	i	-2.2%	4.6%	i	1.8%	-8.8%	-11.7
O=C1CCC/C(=N\NC(=O)c2ccc(CSc3cccc4cccnc34)cc2)C1	16.9%	5.1%	-11.3%	12.5%	-3.3%	i	16.6%	-0.9%	12.4
CN(C)CCNC(=O)c1ccc2c(=O)n(Cc3ccc(Cl)cc3)c(=S)[nH]c2c1	3.16µM*	6.5%	-33.8%[inhibitor]	-20.2%	-25.1%	i	13.5%	-2.7%	-57.7*
O=C(Nc1ccc(S(=O)(=O)N2CCCC2)cc1)c1cccnc1	6.8%	-7.4%	-8.0%	13.3%	11.0%	i	-12.3%	-7.9%	2.1
CCC(C)(C)NC(=O)CN(C(=O)c1snc(C(N)=O)c1N)c1ccc(OC)c(OC)c1	49.5%[activator]	-1.2%	-4.3%[57.5 µM]	5.4%	14.3%	i	4.9%	-4.6%	-12.1
CCN(Cc1ccccc1)c1ncnc2c1nnn2C	21.7%	·	8.2%	17.5%	-1.5%	·	-12.3%	·	·
COc1ccc(C(=O)O/N=C2\CCCc3nonc32)cc1	4.6%	19.8%	-30.7%[inhibitor]	5.6%	9.6%	i	·	-1.4%	-3.6
COc1ccc(-c2[nH]c(-c3ccc(OC)c(OC)c3)nc2SCC(=O)Nc2ccccc2)cc1	-27.7%	·	-28.5%	-13.2%	-3.4%	·	11.4%	·	·
CCCC(=O)OC1CCS(=O)(=O)c2sccc21 (stereo not given)	?	1.3%	-12.7%	-19.6%[0.397 µM]	2.9%	i	6.9%	-5.3%	6.1
CC(=O)C1=C(C)Nc2ncnn2C1c1ccc(F)cc1 (stereo not given)	7.4%	-5.1%	-0.1%	-14.7%	-8.2%	i	-12.6%	-5.9%	-18.0
COC(=O)[C@@H](NC(=O)N1CCC(Cc2ccccc2)CC1)C(C)C	?	10.7%	-2.9%	5.8%	18.6%	i	17.4%	2.4%	6.4
O=C(CN1CCN(c2ccc(Cl)cc2[N+](=O)[O-])CC1)N1CCOCC1	-12.9%	5.9%	i	23.6%	8.5%	i	-1.8%	0.7%	11.4
CCCNC(=O)COc1ccc(-c2nn(C)c(=O)c3ccccc23)cc1	34.4%[activator]	16.0%	-22.1%	-8.0%	-1.7%	i	9.3%	-1.2%	7.5
COc1ccc2cc(C(=O)N3CCN(C)CC3)[nH]c2c1	?	-2.2%	?	12.8%	-2.1%	i	-18.4%	19.6%	9.9
Cc1cc(SCC(=O)OCC(=O)N2CCCC2=O)c(C)cc1Br	19.9%	-12.9%	25.3%	?	24.0%	i	6.3%	-7.2%	15.1
Cc1ccc(Cl)cc1NC(=O)Cn1cc(C(F)(F)F)cc(Cl)c1=O	0.1%	2.6%	i	3.3%	-6.0%	i	-3.1%	-4.7%	-18.4
Cc1ccc(C)c(NC(=O)Cn2nnc(C(=O)NCc3ccccc3Cl)c2N)c1	5.1%	·	i	22.3%	-14.5%	·	0.7%	·	·
CCCCCCc1ccc(N2C[C@H](CCCCC)[C@@H](CC(=O)NCc3ccc(OC)cc3)C2=O)cc1	?	-4.1%	i	4.4%	-3.9%	i	40.1%	-5.5%	9.1
CCOc1ccc(C(=O)Nc2cc(OC)ccc2OC)cc1	-0.6%	18.3%	-45.6%[inhibitor]	1.3%	-15.2%	i	6.7%	-24.8%	-23.2
